hERG WT inh – qHTS for Inhibitors of KCHN2 3.1: Wildtype qHTS; U2OS, BacMam KCNH2, thallium flux FluxOr; hits give low values; 0.37% of 340,000 active; activity change, % at 1.84 µM; Voltage-gated inwardly rectifying potassium channel KCNH2 (Homo sapiens), Q12809;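 active = maximum activity change below -70%; inconclusive = maximum activity change between -70% and -50%; inactive = maximum activity change above -50%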; also: % is scaled to controls: 0 for no effect and ±100 for the full control effect
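U2OS cells transduced with wild-type KCNH2 virus are loaded with FluxOr dye for 45 min, and thallium flux is measured in kinetic reads before and after stimulation buffer. Rate constants are normalized to DMSO controls.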
KCNH2 3.1 block – qHTS for Inhibitors of KCHN2 3.1: Mutant qHTS. activity change, % (tested at about 1.8 µM). AID 720553, 2013. 0.95% of 340,000 active. U2OS KCNH2 3.1, thallium flux FluxOr; hits give low values;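 active = maximum activity change below -70%; inconclusive = maximum activity change from -70% to -50%; inactive = maximum activity change above -50%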;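 also: thallium influx rate constant from kinetic fluorescence after stimulation buffer; % is scaled to controls: 0 for no effect and ±100 for the full control effect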
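Thallium flux read-out: FluxOr dye with Red40 quencher in HBSS/HEPES, 45 min at RT. Rate constants from kinetic reads were normalized to positive and negative DMSO controls. Cells: U2OS virally expressing the 3.1 isoform.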
GALK inhibitor – qHTS Assay for Inhibitors of Human Galactokinase (GALK); Potency, µM (highest dose often 57.5 µM), for the others: at the top dose activity change, negative = inhibition, hits mostly inhibitors; 0.007% of 270,000 active; Purified GALK, Kinase-Glo residual ATP luminescence; P51570; AID 1868, 2009; also: potency is read from the fitted curve at half-maximal effect; % is scaled to controls: 0 for no effect and ±100 for the full control effect
Target sequence (P51570 whole entry, looked up): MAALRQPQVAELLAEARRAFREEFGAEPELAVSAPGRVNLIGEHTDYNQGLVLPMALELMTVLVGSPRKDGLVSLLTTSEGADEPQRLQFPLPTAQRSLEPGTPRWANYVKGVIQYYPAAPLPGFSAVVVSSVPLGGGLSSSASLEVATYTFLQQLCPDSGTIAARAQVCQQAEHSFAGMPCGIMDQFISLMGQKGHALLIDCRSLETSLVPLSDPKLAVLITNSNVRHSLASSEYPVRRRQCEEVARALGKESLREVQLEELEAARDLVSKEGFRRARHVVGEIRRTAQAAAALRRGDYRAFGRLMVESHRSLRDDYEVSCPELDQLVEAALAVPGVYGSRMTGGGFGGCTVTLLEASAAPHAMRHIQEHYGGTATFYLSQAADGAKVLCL
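Human GALK (5 nM) with 35 uM ATP and 100 uM galactose in 20 mM HEPES pH 8.0, 5 mM MgCl2, 60 mM NaCl, 1 mM DTT, 0.01% BSA. After 1 h at room temperature, leftover ATP was read by Kinase-Glo Plus luminescence.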
S-ASM inh – Inhibitors of Secretory Acid Sphingomyelinase (S-ASM): qHTS; Potency, µM (highest dose often 57.5 µM), without a hit: top-dose activity change, negative = inhibition, usual class: inhibitors; Sphingomyelin phosphodiesterase (Homo sapiens), P17405; placental ASM, HMU-PC fluorogenic substrate, 60 min; 0.006% of 340,000 active; also: potency is read from the fitted curve at half-maximal effect
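Fluorogenic HMU-PC substrate (9 uM final) is turned over by placental ASM in 60 min at 37 C after a 10 min compound preincubation. Reaction ended by alkaline stop (pH 10), with fluorescence read at 386/447 nm.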
CXXC DNA block – qHTS Fluorescence Polarization Assay for Inhibitors of MLL CXXC domain - DNA interaction. MLL-CXXC / FITC-HOXA9 DNA fluorescence polarization. Potency, µM (series often up to 115 µM), inactives show at the top dose activity change, negative = inhibition, hits mostly inhibitors. 0.037% of 290,000 active. AID 2662, 2010; active = well fitted inhibition curve with a large enough effect in the polarisation, with a control signal flat, not every such curve was filed as active; inconclusive = small, poorly fitted or top-dose-only effect, or effect the other way, or a change in a side signal; inactive = no such curve, though single readings can be large or run the other way; the % refers to the polarisation; also: potency is read from the fitted curve at half-maximal effect
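Purified MLL-CXXC (added from a 7 uM solution) was preincubated 5 min at ambient with pinned compounds in 50 mM Tris-HCl pH 7.5, 50 mM NaCl, 1 mM DTT, 0.05% BSA. Fluorescein-labeled HOX-A9 DNA (50 nM solution) followed, 30 min, then polarization read.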
Integrin act MD – qHTS for Activators of Integrin-Mediated Alleviation for Muscular Dystrophy. 0.064% of 350,000 active. alpha7betagal myoblasts, beta-gal FDG fluorescence, 48 h. Potency, µM (doses to about 38.3 µM), for inactives: at the highest dose activation, actives largely listed as activators;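 also: potency is read from the fitted curve at half-maximal effect; 100% = response of the positive control SU9516; nearly all actives have a fitted effect of over 60% in size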
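alpha7betagal+/- myoblasts (passage 13, 250/well) treated 48 h at 37C with compounds at 1:260 dilution of DMSO stock. Lysed, then beta-galactosidase activity read as FDG fluorescence (ex 480/em 540) after 30 min, with pre-read for autofluorescence.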
MBNL1 CUG block – qHTS Assay for Inhibitors of MBNL1-poly(CUG) RNA binding; Muscleblind-like protein 1 (Homo sapiens), Q9NR56; TR-FRET MBNL1-His/biotin-(CUG)12 binding, 665/545 ratio; Potency, µM (titrated, usually from 57.5 µM), inactives show at the highest dose activity change, negative = inhibition, usual class: inhibitors; 0.036% of 280,000 active; AID 2675, 2010; active = well fitted inhibition curve with a large enough effect in the signal ratio, with a control signal flat, not every such curve was filed as active; inconclusive = small, poorly fitted or top-dose-only effect, or effect the other way, or a change in a side signal; inactive = no such curve, though single readings can be large or run the other way; the % refers to the signal ratio; also: potency is read from the fitted curve at half-maximal effect; % is scaled to controls: 0 for no effect and ±100 for the full control effect
Target sequence (Q9NR56 whole entry, looked up): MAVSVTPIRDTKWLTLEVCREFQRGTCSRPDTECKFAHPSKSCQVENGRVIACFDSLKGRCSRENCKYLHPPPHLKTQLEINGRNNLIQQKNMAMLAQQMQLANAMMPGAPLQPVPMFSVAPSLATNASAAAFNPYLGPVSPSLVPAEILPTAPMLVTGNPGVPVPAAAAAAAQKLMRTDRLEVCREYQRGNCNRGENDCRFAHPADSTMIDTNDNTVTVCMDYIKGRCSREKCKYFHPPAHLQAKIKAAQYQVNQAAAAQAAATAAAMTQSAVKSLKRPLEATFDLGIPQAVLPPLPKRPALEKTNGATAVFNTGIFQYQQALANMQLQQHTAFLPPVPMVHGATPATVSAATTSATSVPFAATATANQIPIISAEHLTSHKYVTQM
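MBNL1-His + Biotin-(CUG)12, cpd titration 92 nM–58 uM; Tb anti-His Ab 0.055 ng/ul, SA-XL665 5 nM (final); 60 min RT; ratiometric 665/545 nm, Ex 340 nm; normalized to buffer and full-complex controls.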
TRPV1 ag – HTS Assay for Compounds that Act as Agonists of the Vanilloid Receptor 1 | Transient receptor potential cation channel subfamily V member 1 (Homo sapiens), Q8NER1 | TRPV1-expressing cells, Fluo-8 calcium influx, agonist mode | activation, % at 8.33 µM | 0.19% of 320,000 active | AID 540275, 2011; in the data active = activation above about 80%; inconclusive = between about 30% and that limit; also: 0% is about no effect
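Fluo-8 calcium influx in TRPV1-expressing cells, kinetic read (ex 480/em 520 nm). Compound added and read 3 min for agonist activity, followed by capsaicin at EC20 final and 2 min further read for enhancement.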
AT treatment – qHTS Assay for Identifying a Potential Treatment of Ataxia-Telangiectasia. Potency, µM (doses to about 57.5 µM), for inactives: at the highest dose activation, hits mostly activators. […] A-T fibroblasts, KAP-1 phosphorylation AlphaLISA; neocarzinostatin DNA damage 30 min before lysis. 0.19% of 320,000 active. AID 485349, 2010; also: potency is read from the fitted curve at half-maximal effect; % of control where 0% means no effect; nearly all actives have a fitted effect of over 45% in size
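hTERT-immortalized A-T patient fibroblasts ([…]), 500 cells/well in OPTI-MEM, 1% FBS, got compounds for 60 min, then NCS for 30 min at 37C. Lysates were then assayed for phospho-KAP-1 by AlphaLISA (anti-pKAP1 donor, anti-KAP1 acceptor beads), 6 hr at 25C.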
Coupling enz – qHTS Assay for Inhibitors of Fructose-1,6-bisphosphate Aldolase from Giardia Lamblia: Coupling assay counterscreen. coupling enzyme system counterscreen, AmpLite Red fluorescence. activity change, negative = inhibition, % at 58.2 µM, hits read low. 0.67% of 290,000 active; in the data active = activity change below about -30%; also: % is scaled to controls: 0 for no effect and ±100 for the full control effect
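Coupling enzymes only (glyceraldehyde-3-phosphate) + compound, at 57.5 uM final, 10 min RT; add substrate/coupling/AmpLite Red mix, 20 min RT; fluorescence ex 525/em 598 nm. Actives flag coupling-system interference.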
The depositor's hits bear a star; i = inactive; ? = inconclusive; . = no result given; & = joins results of further samples; [ ] = another dose, or the depositor's remark. Unless noted, calls follow the shape of the dose curve; as a rule, active = well fitted curve in the direction sought with a large enough effect; inconclusive = small, poorly fitted or top-dose-only effect, or another doubt; inactive = no such curve, though single readings can be large; an effect the other way counts as inactive or inconclusive.

item | Compound | hERG WT inh | KCNH2 3.1 block | GALK inhibitor | S-ASM inh | CXXC DNA block | Integrin act MD | MBNL1 CUG block | TRPV1 ag | AT treatment | Coupling enz
1 | CCCOc1ccc(C(O)C(CN2CCOCC2)c2ccccc2)cc1 (stereo not given) | -4 | -3 | 0% | -1% | 1% | 11% | -15% | 1 | -3% | 4
2 | COc1cc2c(cc1OC)CN(C(=O)CSc1ccccc1C)CC2 | -31 | -16 | . | 6% | . | -17% | . | . | -3% | .
3 | O=C(NCc1cccnc1)[C@@H]1CC=C[C@@H]2CCN(Cc3ccc(Cl)c(Cl)c3)C(=O)[C@@H]21 | 2 | 30 | . | 2% | . | 3% | . | . | . | .
4 | CCOc1ccccc1NC(=O)CSc1ccccc1 | 6 | 9 | 0% | 4% | -5% | 11% | -3% | 2 | -5% | -1
5 | NC(=O)N/N=C/c1ccc(-n2nncc2-c2ccc(Cl)cc2)cc1 | 3 | -15 | 16% | -4% | 24% | 13% | ? | -1 | 8% | -17
6 | COc1ccc(NCc2nnc(SCC(=O)c3ccc(OC)cc3)n2C)cc1 | -4 | -5 | -4% | -1% | -8% | -4% | ? | -6 | 8% | -2
7 | O=C(C[n+]1ccc(/C=N/O)cc1)NC(=O)Nc1ccccc1 | 0 | -10 | . | 9% | . | 11% | . | 0 | 9% | .
8 | O=C(CSc1nnc2sc3ccccc3n12)N1CCN(c2ccccc2)CC1 | -6 | 17 | -2% | 2% | 1% | 3%[7.66 µM] | -2% | -3 | -4% | -4
9 | COc1cccc(C2c3[nH]c4ccccc4c3CCN2Cc2cnc(C)s2)c1OC (stereo not given) | -4 | -9 | 7% | 4% | 0% | -19% | -2% | 0 | 0% | 3
10 | COc1cc(OC)c(C(=O)NCC2CCCO2)cc1OC (stereo not given) | 4 | -7 | -1% | 0% | 5% | 25% | -13% | 1 | 0% | 2
11 | N#Cc1ccccc1S(=O)(=O)N1CCN(C(=O)CCNS(=O)(=O)c2ccc(Cl)cc2)CC1 | 26 | 8 | . | 3% | . | 24% | . | . | . | .
12 | O=C(Cn1nc(-c2ccc(Cl)cc2)c2ccccc2c1=O)NN1CCOCC1 | 2 | -1 | -1% | -1% | 2% | -1% | . | 5 | 5% | 2
13 | Cc1ccc(OCCNS(=O)(=O)c2ccc(N3CCCC3=O)cc2)cc1C | -27 | 1 | 2% | -2% | 0% | -47%[inhibitor] | -12% | 6 | -2% | 2
14 | CC(NC(=O)CNC(=O)C1CCCCC1)c1ccc(S(N)(=O)=O)cc1 (stereo not given) | 2 | -10 | 6% | 1% | 5% | 6% | 0% | -1 | 4% | 0
15 | CSc1nncc(/C(C)=N\Nc2cccc(C)c2)n1 | -14 | 10 | -2% | -10% | ? | 13% | 1% | 1 | 21% | -1
16 | CCCSc1ccc([C@@H]2[C@@H]3C(=O)N(CC)C(=O)[C@@H]3[C@]3(C(=O)OC)CCCCN23)cc1 | -16 | -16 | . | -9% | . | 31% | . | . | 25% | .
17 | COc1cccc(NC(=O)c2cn(C)c(=O)c3cc(OC)c(OC)cc23)c1 | 2 | 3 | -4% | -9% | 6% | -44% | -10% | 1 | 0% | 5
18 | O=c1[nH]c(/C(Cl)=C/c2cccc(C(F)(F)F)c2)nc2cc(Cl)ccc12 | 12 | 11 | 0% | 0% | -8% | 19% | 8% | -6 | 16% | 2
19 | CSc1nc(N)nc2c1ncn2CC(=O)NCc1ccccc1 | 5 | 2 | . | 1% | . | 13% | . | . | 22% | .
20 | Cc1cccnc1NC(=O)c1ccc(NS(=O)(=O)/C=C/c2ccccc2)cc1 | -6 | -7 | . | . | . | 0% | . | ? | -1% | .
21 | Nc1ccc(CCC(=O)N2CCCC2)cc1 | 6 | 1 | -1% | 9% | -8% | 5% | 0% | -2 | -6% | -1
22 | O=C1C=CC(=O)C(C2=C3C(=O)N(CCc4ccccc4)CC(=O)N3CCC2)=C1 | -24 | . | 2% | -2% | 11% | -45%[inhibitor] | -2% | 25 | -22% | -55*
23 | CC(=O)C1=C(C)N(CC2CC2)C(=O)N[C@H]1c1ccccc1 | -1 | -12 | . | -1% | 0% | 0% | 3% | 0 | 27% | 0&3
24 | Cc1ccc(NC(=O)C2(c3ccccc3)CCOCC2)cc1 | -4 | -6 | 5% | -1% | 3% | -4% | -3% | 0 | 10% | 4
25 | CCCCN(C)C(=O)CCC(=O)Nc1ccc2nc(N3CCN(C)CC3)cc(C)c2c1 | -7 | -5 | 1% | i | 11% | -37% | -2% | -2 | 0% | -3
26 | Cc1cc(C)cc(NC(=S)N2CCC(N(C)CC3CCCO3)CC2)c1 (stereo not given) | -9 | 20 | 13% | 0% | 3% | -2% | -13% | -1 | 0% | 3
27 | CCOc1ccc(C(=O)N2CCN=C2SC)cc1OCC | 9 | 6 | 0% | -1% | -12% | -3% | -6% | 6 | 3% | 3
28 | CCOCc1c(C(=O)OCC(=O)/C(C#N)=C(\C)N)oc2ccccc12 | -3 | -8 | 4% | -2% | 7% | 4% | 24% | ? | -3% | -1
29 | C=CC(C)(C)c1c2occc2c(O)c2ccc(=O)oc12 | 3 | 2 | . | -2% | . | -6% | . | . | 3% | .
30 | CN(C)CCCN(Cc1ccc2c(c1)OCO2)C(=O)NC1CCCCC1 | 19 | 4 | 0% | -5% | 5% | -13% | . | 0 | -1% | 3
31 | CCCn1nnc(NC(=O)c2ccccc2Cl)n1 | -5 | -13 | 0% | 0% | -11% | -14% | 8% | 5 | -4% | 4
32 | O=[N+]([O-])c1cccc(-c2ccc(CN3CCN(c4ccccc4)CC3)o2)c1 | 0 | -10 | 2% | -2% | 5% | 14% | 2% | 2 | -6% | 5
33 | CC(C)OCCCn1c(=O)c2ccccc2n2c(CCC(=O)O)nnc12 | -8 | -7 | 0% | -2% | 10% | 18% | 4% | -1 | 9% | -2
34 | COc1ccccc1CCNC(=O)c1cc(-c2ccncc2)nc2ccc(Br)cc12 | -2 | -3 | -1% | -5% | 12% | -3% | 8% | 9 | 3% | -1
35 | Cc1nc(Cl)c(C(=O)NCc2ccccc2)c(C)c1Cl | 6 | -11 | 4% | 6% | -4% | 42% | . | 11 | 4% | -1
36 | CCn1c(-c2cc(Br)ccc2O)n[nH]c1=S | 8 | 10 | . | -26% | . | -14% | . | . | . | .
37 | Cn1c(-c2c(N)n(CCCc3ccccc3)c3nc4ccccc4nc23)nc2ccccc21 | -46 | -24 | -2% | 98% | 55%[activator] | 0%[7.66 µM] | 25% | -5 | 27% | .
38 | COc1ccc(CCNC(=O)C2CC(=O)N(C3CCCCC3)C2)cc1OC (stereo not given) | 4 | -11 | -4% | 4% | 53%[activator] | 11% | 5% | -3 | -3% | 0
39 | O=C(NNC(=O)C1CCN(C(=O)Nc2ccccc2)CC1)c1ccc([N+](=O)[O-])cc1 | -20 | 11 | . | -2% | . | -10% | . | -3 | 2% | .
40 | COc1ccc(OC)c(S(=O)(=O)N2CCCC2C(=O)NC(C)c2ccccc2)c1 (stereo not given) | 1 | 6 | 8% | 2% | 2% | 16% | -5% | -4 | 13% | 2
41 | COc1cc2c(cc1OC)CN(C(=O)CN1CCN(S(=O)(=O)c3ccccc3Br)CC1)CC2 | 2 | -4 | 2% | 1% | 2% | -2% | 6% | 0 | -7% | 0
42 | Clc1ccc(-c2csc(Nc3ccccc3)[n+]2Cc2ccco2)c(Cl)c1 | . | 12 | -2% | -5% | 3% | ? | 1% | -1 | -1% | -3
43 | COc1ccc(CN2CC(C(=O)NCCCN3CCCCC3)CC2=O)cc1 (stereo not given) | 7 | -19 | -1% | 5% | -1% | -4% | 5% | 3 | 5% | 0
44 | Fc1cccc(CSc2ccc(-c3ccc4c(c3)OCO4)nn2)c1 | -16 | 6 | -3% | -2% | 1% | 16% | 5% | 12 | 11% | -1

Screening results (PubChem BioAssay)
